Assay outcomes from PubChem.
KB-V1 MDR tox: KB-V1 MDR subline cytotoxicity; AID 1347076; 400,000 compounds, 3.4% hits; Potency, µM (titrated, usually from 46.1 µM), for inactives: top-dose activity change, negative = cytotoxicity, usual class: cytotoxic; KB-V1 MDR cells viability, CellTiter-Glo, 72 h; note: potency is the fitted concentration of half-maximal effect; % is set by controls: 0 for no effect and ±100 for the full control effect; nearly all actives have a fitted effect of over 60% in size
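Compound-treated KB-V1 multidrug-resistant cells, 72 h, 37 degrees C; viability by CellTiter-Glo. Fitted qHTS curves give the values.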
HT1080 IDH1KD tx: kills HT-1080 cells with IDH1 knockdown; HT-1080 IDH1 knockdown viability, ATP luminescence, 48 h; Potency, µM (series often up to 46.1 µM), for inactives: top-dose activity, negative = toxicity, usual class: cytotoxic; 360,000 compounds, 2% hits; AID 686971;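 note: potency is the fitted concentration of half-maximal effect; 0% = DMSO wells and -100% = cell-free medium wells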
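Viability of IDH1-knockdown HT-1080 fibrosarcoma cells was assessed by CellTiter-Glo after 48 h at 37 °C with titrated compound; concentration-effect curves were classified by fit quality and response size.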
HT1080NT lethal: kills 2HG-producing HT-1080-NT fibrosarcoma cells | HT-1080-NT fibrosarcoma viability, CellTiter-Glo ATP luminescence, 48 h | Potency, µM (series often up to 46.1 µM), for the others: top-dose activity, negative = less viability, most hits filed as cytotoxic | 360,000 compounds, 1.6% hits;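 note: NT is the 2HG producing partner of a matched IDH1 knockdown line; potency is the fitted concentration of half-maximal effect; 0% = DMSO-treated cells and -100% = media-only wells without cells; nearly all actives have a fitted effect of over 55% in size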
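HT-1080-NT; 750 cells/well; 5% FBS RPMI; 48 h compound, 37 degrees C; CellTiter-Glo luminescence; curve fitting and curve-class assignment.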
MCF10A rerep: inducers of DNA re-replication in MCF 10A breast cells. MCF 10A DNA re-replication, Hoechst nuclear intensity, 48 h. Potency, µM (series often up to 46.1 µM), without a hit: at the top dose activity, positive = re-replication, usual class: activators. 350,000 compounds, 2.9% hits. AID 624296; note: potency is the fitted concentration of half-maximal effect; % of control where 0% means no effect; nearly all actives have a fitted effect of over 50% in size
DRD3 agonist: D3 dopamine receptor (human) agonism. P35462. D3R DiscoveRx beta-arrestin cells, luminescence, 90 min. max activation, %. 410,000 compounds, 0.58% hits. AID 652048; in the data active = max activation above about 30%; note: 0% is about no effect; mostly tested at two doses, the higher about 12 µM
Target sequence (P35462 whole entry, looked up): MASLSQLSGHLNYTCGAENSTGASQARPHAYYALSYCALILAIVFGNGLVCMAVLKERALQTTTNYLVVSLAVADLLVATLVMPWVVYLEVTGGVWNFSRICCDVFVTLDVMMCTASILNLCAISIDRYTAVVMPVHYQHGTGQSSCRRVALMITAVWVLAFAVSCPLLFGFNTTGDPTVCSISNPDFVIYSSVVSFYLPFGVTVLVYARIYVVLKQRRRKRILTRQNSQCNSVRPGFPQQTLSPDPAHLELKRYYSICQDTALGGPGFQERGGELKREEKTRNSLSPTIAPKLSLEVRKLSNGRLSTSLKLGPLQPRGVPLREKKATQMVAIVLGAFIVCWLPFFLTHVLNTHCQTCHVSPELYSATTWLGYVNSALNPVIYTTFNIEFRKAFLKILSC
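Cells at 1500/well, incubated overnight, then treated with pinned compounds (dopamine as control) for 90 min at 37 degrees C. DiscoveRx reagent added for 30 - 60 minutes at room temperature; luminescence read.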
IL-1B inflam inh: blocks inflammasome-driven IL-1 beta release; activity change, % at 57.5 µM; AID 743279; THP-1 LPS/ATP IL-1B secretion, AlphaLISA, 16 h; active compounds read low; 360,000 compounds, 4.7% hits; in the data active = activity change below about -50%; inconclusive = mostly about -30% to -49%; note: % is set by controls: 0 for no effect and ±100 for the full control effect
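Secreted IL-1B measured by AlphaLISA bead assay after 16 h compound exposure of THP-1 cells; compounds (final up to 57.5 uM) added 1 h before LPS (250 ng/mL) and ATP (1.25 mM) stimulation; lower signal means less secretion.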
HEK293 tox: cytotoxicity in counter-screen for GLP-1R inverse agonists; 410,000 compounds, 0.13% hits; Potency, µM (doses to about 38.3 µM), inactives show at the highest dose activity change, negative = inhibition, most hits filed as inhibitors; AID 624418; HEK293 cAMP-luciferase reporter cells, luminescence, 24 h;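 note: loss of luciferase light is scored as toxicity; potency is the fitted concentration of half-maximal effect; % is set by controls: 0 for no effect and ±100 for the full control effect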
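A 23 nL compound transfer followed 12 hours of cell culture at 37 deg C; exposure then lasted 24 hr. Luciferase assay detection reagent was dispensed and plates read for luminescence after a 12 min room-temperature wait.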
KB-3-1 cytotox: KB-3-1 parental cell cytotoxicity. KB-3-1 viability, CellTiter-Glo ATP luminescence, 72 h. Potency, µM (titrated, usually from 46.1 µM), without a hit: at the top dose activity change, negative = cytotoxic, usual class: cytotoxic. 400,000 compounds, 1.4% hits. AID 1347075; note: potency is the fitted concentration of half-maximal effect; % is set by controls: 0 for no effect and ±100 for the full control effect; nearly all actives have a fitted effect of over 60% in size
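Viability of parental KB-3-1 cells, measured by CellTiter-Glo luminescence, followed a 72 h incubation at 37 °C with pinned compounds in phenol-red-free DMEM containing 10% FBS.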
SW480 rereplic: DNA re-replication induction in SW480 cells; SW480 DNA re-replication, Hoechst DNA content imaging, 48 h; Potency, µM (series often up to 46.1 µM), without a hit: at the highest dose re-replication activation, usual class: activators; 340,000 compounds, 1.8% hits; AID 624297; note: potency is the fitted concentration of half-maximal effect; % of control where 0% means no effect; nearly all actives have a fitted effect of over 55% in size
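Treated cells incubate 48 hr (37 C, 5% CO2), are stained 40 min with Hoechst, and nuclear fluorescence is enumerated; a rise in nuclei with high DNA signal marks re-replication.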
Starred values were filed as active, the others as inactive; i = inactive; ? = inconclusive; nt = no result given; & = joins results of further samples; [ ] = another dose, or the depositor's remark. Unless noted, calls come from the whole dose curve; as a rule, active = well fitted curve in the direction sought with a large enough effect; inconclusive = small, poorly fitted or top-dose-only effect, or another doubt; inactive = no such curve, though single readings can be large; an effect the other way counts as inactive or inconclusive.

Under each structure: KB-V1 MDR tox, HT1080 IDH1KD tx, HT1080NT lethal, MCF10A rerep, DRD3 agonist, IL-1B inflam inh, HEK293 tox, KB-3-1 cytotox, SW480 rereplic
[1] CCOCC(=O)Nc1nnc(SCCOC)s1
 : 17%, 12%, 5%, 157%[0.0737 µM], 3, 13, 3%, 9%, -4%
[2] CCc1ccc(OCC(=O)NNC(=O)C2CCN(c3ncnc4sc(C)c(C)c34)CC2)cc1
 : 8%, 9%, 0%, ?, 7, 3, -1%, -4%, 1%
[3] C[C@@H]1Cn2cnc(C(=O)Nc3cccc(Cl)c3)c2C(=O)N1
 : ?, -1%, 5%, nt, 11, 0, -13%, 0%, nt
[4] O=C(NCCc1ccccc1)c1ccc(CS(=O)(=O)Cc2ccccc2Cl)o1
 : -3%, nt, nt, nt, 2, nt, 2%, 2%, nt
[5] Cc1cccc(S(=O)Cc2ccc(C(=O)N3CCN(C(=O)c4ccco4)CC3)o2)c1 (stereo unspecified)
 : -1%, 8%, -4%, 9%, 4, 3, -17%, 6%, 0%
[6] CCOc1cc(/C=N/NC(=O)c2cc(-c3ccccc3)nc3ccccc23)ccc1O
 : -11%, ?, -20%, ?, -13, -9, -2%, -4%, ?
[7] CCC1CCCCN1Cc1nc2c(c(=O)n(C)c(=O)n2C)n1CCCc1ccccc1 (stereo unspecified)
 : 1%, 8%, 13%, 8%, 4, 9, 3%, -6%, -8%
[8] CN1CCN(c2ccccc2NC(=O)c2cc3ccccc3o2)CC1
 : ?, -21%, ?, 8%, -30, ?, -15%, -8%, 7%
[9] CCN(CC)c1ccc(-c2nnc(SCC(=O)N(CCOC)c3c(N)n(CC(C)C)c(=O)[nH]c3=O)o2)cc1
 : -4%, -3%, 2%, 3%, -19, -16, -12%, -4%, 2%
[10] O=C(CSc1nnc(NC(=O)c2c(F)cccc2Cl)s1)Nc1ccccc1F
 : -1%, 15%, 6%, -3%, -2, i, 7%, -17%, -6%
[11] CCc1ccccc1NC(=O)Cn1c(=O)ccc2cc(S(=O)(=O)N3CCCC3)ccc21
 : -27%, nt, nt, nt, -7, nt, -8%, -4%, nt
[12] CCC(=O)Nc1ccc(NC(=S)NC(=O)c2oc3ccccc3c2C)cc1
 : -1%, 13%, ?, 0%, -6, 4, -5%, -4%, -301%[inhibitor]
[13] O=C(CCn1ccc2cc(S(=O)(=O)N3CCCC3)ccc21)NCc1cccc(Br)c1
 : -19%, nt, nt, nt, -9, nt, 0%, ?, nt
[14] CCOc1ccc(NC(=O)c2cccc(NC(C)=O)c2)cc1S(=O)(=O)N1CCCC1
 : 28%, -5%, -2%, 2%, -5, 8, -2%, -12%, -5%
[15] CCOc1ccc(NC(=O)CNC(=O)c2cccs2)cc1
 : ?, -2%, -1%, 2%, -1, -20, 7%, 0%, -12%
[16] CC(=O)c1c(C)nn(CC(O)COc2ccc3ccccc3c2)c1C (stereo unspecified)
 : 7.3µM*, -11%, 0%, 3%, 2, -14, 1%[0.307 µM], -9%, -3%
[17] Cc1cc(NC(=O)c2ccc3c(c2)C(=O)N(CCC(C)C)C3=O)no1
 : 4%, -3%, -4%, 0%, -2, -6, -10%, -7%, 20%
[18] O=C1/C(=C/c2cccc(Cl)c2)SC(=S)N1CCC(=O)N1CCCCC1CCO (stereo unspecified)
 : -25%, 0%, -12%, 10%, 4, ?, ?, 7%, ?
[19] CC(C)[C@H](NC(=O)c1ccc(Br)cc1)C(=O)NC1CCCCC1
 : 0%, 0%, 12%, -6%, -8, 4, -1%, 8%, -12%
[20] CC1=NN(c2ccccc2)C(=O)/C1=C/c1cccs1
 : 25%, -10%, -21%, 14%, -4, -1, -11%, -1%, -4%

A second format for some results above:
# | Compound | KB-V1 MDR tox | HT1080 IDH1KD tx | HT1080NT lethal | MCF10A rerep | DRD3 agonist | IL-1B inflam inh | HEK293 tox | KB-3-1 cytotox | SW480 rereplic
10 | O=C(CSc1nnc(NC(=O)c2c(F)cccc2Cl)s1)Nc1ccccc1F | -1% | 15% | 6% | -3% | -2 | i | 7% | -17% | -6%
14 | CCOc1ccc(NC(=O)c2cccc(NC(C)=O)c2)cc1S(=O)(=O)N1CCCC1 | 28% | -5% | -2% | 2% | -5 | 8 | -2% | -12% | -5%
15 | CCOc1ccc(NC(=O)CNC(=O)c2cccs2)cc1 | ? | -2% | -1% | 2% | -1 | -20 | 7% | 0% | -12%
19 | CC(C)[C@H](NC(=O)c1ccc(Br)cc1)C(=O)NC1CCCCC1 | 0% | 0% | 12% | -6% | -8 | 4 | -1% | 8% | -12%

Entries from the list above that contain bromine (2):
Under each structure: KB-V1 MDR tox, HT1080 IDH1KD tx, HT1080NT lethal, MCF10A rerep, DRD3 agonist, IL-1B inflam inh, HEK293 tox, KB-3-1 cytotox, SW480 rereplic
[13] O=C(CCn1ccc2cc(S(=O)(=O)N3CCCC3)ccc21)NCc1cccc(Br)c1
 : -19%, nt, nt, nt, -9, nt, 0%, ?, nt
[19] CC(C)[C@H](NC(=O)c1ccc(Br)cc1)C(=O)NC1CCCCC1
 : 0%, 0%, 12%, -6%, -8, 4, -1%, 8%, -12%

Going on with the list:
Under each structure: KB-V1 MDR tox, HT1080 IDH1KD tx, HT1080NT lethal, MCF10A rerep, DRD3 agonist, IL-1B inflam inh, HEK293 tox, KB-3-1 cytotox, SW480 rereplic
[21] O=C(Cn1c(=O)oc2cc(S(=O)(=O)N3CCCC3)ccc21)NCc1ccc(Cl)cc1
 : 0%, nt, nt, nt, -16, nt, -2%, ?, nt
[22] CCOC(=O)c1cnn(-c2ccccc2)c1-n1cccc1C(=O)C(=O)Nc1ccc(F)cc1
 : -2%, -2%, -17%, 6%, 2, 4, -11%, -1%, 4%
[23] O=C(COC(=O)CCNS(=O)(=O)c1cccc(C(F)(F)F)c1)NC(=O)NC1CCCCC1
 : -2%, -6%, -11%, 6%, -17, -3, -2%, 0%, 0%
[24] CCOC(=O)Nc1ccc2c(CN(C)Cc3ccc(F)cc3)cc(=O)oc2c1
 : -12%, -1%, 2%, ?, 2, 29, 0%, -8%, 1%
[25] O=C(Cc1ccccc1)NCCSCc1ccc(Cl)cc1
 : -18%, -1%, -2%, 0%, -7, -3, 0%, -28%, -4%
[26] COC(=O)C1CC2=C(CC(C)(C)CC2=O)N(c2ccccc2)C1=O (stereo unspecified)
 : 1%, 3%, 3%, 12%, 32*, 19, 9%, 7%, -18%
[27] CCN(CC(=O)NC(C)(C)C)C(=O)CN1c2cccc3cccc(c23)S1(=O)=O
 : -9%, 11%, 2%, -16%, -1, -14, 2%, -4%, ?
[28] O=C(c1ccccc1F)N1CCCC(C(=O)N2CCc3ccccc3C2)C1 (stereo unspecified)
 : -4%, -3%, 0%, 4%, -3, 11, 18%, -4%, -1%
[29] O=C(NCc1ccco1)c1nn2cccnc2c1Cl
 : ?, 7%, 1%, 2%, -7, 13, 10%, -1%, -4%
[30] COC(=O)c1ccc(C(=O)N=c2sccn2C)cc1
 : 5%, 0%, 10%, -7%, -3, 14, 11%, -20%, -10%
[31] COc1ccc(-c2nnn(CC(=O)N(CCCN3CCOCC3)C(C(=O)NC3CCCC3)c3ccco3)n2)cc1 (stereo unspecified)
 : 15%, -5%, -14%, 18%, -16, ?, 4%, 9%, 29%
[32] CCOc1ccc(C(=O)NCCc2cnc[nH]2)cc1OCC
 : 26%, 5%, 11%, -4%, -25, 20, -17%, -1%, -4%
[33] COc1ccc(CN2CCN(C(=O)c3ccc(S(=O)(=O)N4CCCCCC4)cc3)CC2)cc1F
 : ?, -26%, -16%, 11%, 6, -21, 0%, 23µM*, 0%
[34] Cc1nc(SCC(=O)NCC2CCCO2)c2oc3ccccc3c2n1 (stereo unspecified)
 : -13%, 0%, -2%, -22%, -17, 20, -1%, 23%, -1%
[35] CN1CCN(C(=O)c2cccc(S(=O)(=O)N3CCCC3)c2)CC1
 : ?, 9%, 20%, -1%, 4, 0, -6%, 10%, -2%
[36] CCOc1ccc(OCC)c(NC(=O)CCCN2C(=O)c3cccnc3C2=O)c1
 : -2%, 0%, -4%, -4%, -30, -4, 19%, -3%, -2%
[37] O=C(O)c1ccc(CN(Cc2ccccc2)S(=O)(=O)c2ccc(Cl)cc2)cc1
 : -1%, 0%, -11%, 2%, -6, 23, 0%, 4%, -1%
[38] CCCCN1CC[C@H]2C=CC[C@@H](C(=O)Nc3nccs3)[C@H]2C1=O
 : ?, 3%, 11%, 9%, 0, -1, 3%, -8%&1%, -4%
[39] O=C(Nc1nccs1)c1ccc(Cl)cc1[N+](=O)[O-]
 : ?, -22%, -9%, ?, -6, -13, -18%, -4%, 0%
[40] O=C(CCC(=O)OCC(=O)c1ccc(Cl)cc1Cl)Nc1cccc2cccnc12
 : 2%, -1%, 1%, 1%, 3, 6, -5%, 8%, 2%[9.22 µM]
[41] CC(=O)c1cccc(CN2CCCC(N3CCN(c4ccccc4F)CC3)C2)c1 (stereo unspecified)
 : 2%, -1%, -2%, ?, 3, -8, 5%, 1%, 0%
[42] CCC(Sc1nc2cc3c(cc2c(=O)n1Cc1ccco1)OCO3)C(=O)Nc1cccc(OC)c1 (stereo unspecified)
 : 0%, -29%, -18%, ?, 2, 31, -22%, ?, 11%
[43] OC1CCN(c2c3c(nc4cc(-c5ccc(F)cc5)nn24)CCC3)CC1
 : ?, 20%, -25%, 9%, 0, -20, 9%, 9%, -8%
[44] O=C(NCc1ccc(Cl)s1)C1CCC(=O)N(CCc2ccccn2)C1 (stereo unspecified)
 : 0%, 10%, 2%, 1%, -5, 38, -11%, 2%, ?
[45] CCN(CC)C(=O)CSc1nnc(-c2cnccn2)n1-c1ccccc1
 : 17%, -11%, -9%, -2%, -3, 27, -4%, -11%, -7%
[46] Cc1nc(N)nc(N(C)c2ccccc2)c1Br
 : ?, ?, ?, ?, 7, 21, -8%, -13%, ?
[47] COc1cccc(CNC(=O)C(=O)NCC(c2cccs2)S(=O)(=O)c2ccccc2)c1 (stereo unspecified)
 : 3%, nt, nt, nt, -15, nt, -6%, -21%, nt

Compounds were not picked by outcome; about 11% have a hit in one of these screens.
